High-throughput results deposited in PubChem by National Center for Advancing Translational Sciences (NCATS).
CBFb RUNX1 block = qHTS Assay for Compounds Blocking the Interaction Between CBF-beta and RUNX1 for the Treatment of Acute Myeloid Leukemia. Potency, µM (top dose mostly 59.8 µM), without a hit: at the top dose activity, negative = inhibition, usual class: inhibitors. AlphaScreen CBFb-His/RUNX1-biotin binding, biochemical. 230,000 tested, under 10 active. Runt-related transcription factor 1 (Homo sapiens) + Core-binding factor subunit beta …; also: % of control where 0% means no effect
Target sequence (Q01196 whole entry, looked up): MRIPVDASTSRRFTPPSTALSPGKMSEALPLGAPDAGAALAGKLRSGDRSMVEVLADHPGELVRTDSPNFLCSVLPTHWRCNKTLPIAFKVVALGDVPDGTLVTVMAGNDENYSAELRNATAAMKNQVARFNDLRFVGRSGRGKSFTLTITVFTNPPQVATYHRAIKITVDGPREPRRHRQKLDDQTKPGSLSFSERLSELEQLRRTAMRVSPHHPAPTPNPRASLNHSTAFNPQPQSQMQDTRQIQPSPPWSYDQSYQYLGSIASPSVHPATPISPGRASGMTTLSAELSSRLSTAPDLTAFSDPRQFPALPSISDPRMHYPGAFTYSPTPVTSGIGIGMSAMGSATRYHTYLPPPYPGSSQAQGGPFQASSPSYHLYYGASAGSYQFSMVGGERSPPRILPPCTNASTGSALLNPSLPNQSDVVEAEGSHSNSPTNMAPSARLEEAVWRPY
Target sequence (Q13951 whole entry, looked up): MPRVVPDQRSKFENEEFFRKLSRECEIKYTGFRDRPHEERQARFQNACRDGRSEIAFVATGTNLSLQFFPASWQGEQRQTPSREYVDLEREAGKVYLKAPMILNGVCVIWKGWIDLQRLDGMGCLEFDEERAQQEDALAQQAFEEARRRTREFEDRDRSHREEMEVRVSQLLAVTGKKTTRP
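Bead-based AlphaScreen assay; binding partners His-tagged CBF-beta and biotinylated RUNX1 at 30 nM each. Compound exposure 15 min after a 20-min protein preincubation; bead step 90 min; all steps at room temperature.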
HttQ103 aggreg = qHTS Multiplex Assay to Identify Dual Action Probes in a Cell Model of Huntington: Aggregate Formation (GFP); PC12 HttQ103-GFP aggregates, Acumen cytometry, 40 h; Potency, µM (titrated, usually from 46.1 µM), for the others: at the highest dose activity change, negative = inhibition, most hits filed as inhibitors; 1.1% of 220,000 active; AID 1688, 2009; also: potency is read from the fitted curve at half-maximal effect; % is scaled to controls: 0 for no effect and ±100 for the full control effect; nearly all actives have a fitted effect of over 60% in size
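Aggregates are detected as GFP objects 1–25 µm with signal 6 STDEV over background in lysates of induced PC12 cells. These carry Huntingtin exon 1 with 103 glutamines fused to GFP under an ecdysone promoter; compounds titrated.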
Epigenetic reg = Quantitative High-Throughput Screen for Regulators of Epigenetic Control; murine LDR cells, GFP reporter derepression, 30 h; Potency, µM (titrated, usually from 53.9 µM), for inactives: at the highest dose GFP activation, most hits filed as activators; 0.2% of 280,000 active; AID 1865, 2009; also: potency is read from the fitted curve at half-maximal effect; % of control where 0% means no effect; nearly all actives have a fitted effect of over 60% in size
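Readout is the number of GFP-expressing murine LDR cells, counted by cytometry following washing. Cells were treated with compound for 30 h at 37 C; the stably integrated CMV-GFP locus is normally silent.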
* marks the source's active call; other numbers are inactive results; u = inconclusive; x = no result given. Calls follow the shape of the dose curve; as a rule, active = well fitted curve in the direction sought with a large enough effect; inconclusive = small, poorly fitted or top-dose-only effect, or another doubt; inactive = no such curve, though single readings can be large; an effect the other way counts as inactive or inconclusive. Not all compounds are listed. The share of hits here may be higher or lower than overall.

SMILES	CBFb RUNX1 block	HttQ103 aggreg	Epigenetic reg
C[C@H](NC(=O)CNC(=O)[C@@H](NC(=O)[C@H](Cc1ccccc1)NC(=O)CNC(=O)CNC(=O)[C@@H](N)Cc1ccccc1)[C@@H](C)O)C(=O)N[C@@H](CCCN=C(N)N)C(=O)N[C@@H](CCCCN)C(=O)N[C@@H](CO)C(=O)N[C@@H](C)C(=O)N[C@@H](CCCN=C(N)N)C(=O)N[C@@H](CCCCN)C(N)=O	6%	x	x
CC12CCC=CC1C(c1ccc3ccccc3c1C=Cc1ccccc1)N(Cc1ccccc1)C2=O (stereo not given)	4%	x	x
CCCC[C@@H]1CCCO[C@@](C(=O)NCCOC)(C(F)(F)F)C1	0%	x	x
NCCCCCCCCCCNCCCN	15%	x	x
COc1ccc(C2CC(=O)Oc3c(C(CCN4CCCC(C)C4)c4cc(OC)c(OC)c(OC)c4)c(OC)cc(OC)c32)cc1 (stereo not given)	-6%	x	x
Cc1noc(C)c1-c1ccc2ncnc(NCc3ccc(Br)cc3)c2c1	13%	x	x
COc1ccc(C2/C=C\CN(Cc3ccccc3)CC(=O)N2Cc2ccc(F)cc2)cc1 (stereo not given)	6%	x	x
CCCC[C@H]1CCCO[C@@](C(=O)NCCN2CCOCC2)(C(F)(F)F)C1	22%	x	x
C=C1CCN(C(C(=O)O)C(C)C)S(=O)(=O)c2ccccc21 (stereo not given)	12%	x	x
O=C(Cc1ccccc1Nc1c(Cl)cccc1Cl)OCO/N=[N+](\[O-])N1CCCC1	u	x	x
COCCn1cnc2c1-c1ccc(OC)c(c1)OC/C=C\COc1cccc-2c1	-17%	x	x
COc1cccc(OC)c1-c1cc(C(=O)NC2(C(=O)O)C3CC4CC(C3)CC2C4)nn1-c1ccc(C(=O)N(C)CCCN(C)C)cc1C(C)C (stereo not given)	27%	x	x
N=C(N)n1cccn1	x	-7%	x
CC(=O)Nc1c(I)c(C(=O)O)c(I)c(N(C)C(C)=O)c1I	x	9%	x
Cn1cc(O)nc1NC(=O)Nc1cccc(Cl)c1	x	-13%	x
[O-][n+]1cccc(CO)c1	x	18%	x
CC1C(=O)CC2C3(C)CCC2(C(C)C(=O)O)C(=O)C13 (stereo not given)	x	3%	x
NC(C(=O)O)c1ccc(O)cc1 (stereo not given)	x	14%	x
C=CCc1cc(OC)c(O)c(C(=O)NCCO)c1	x	12%	x
CCN1/C(=C/C=C/c2sc3ccccc3[n+]2CC)Sc2ccccc21	x	2µM*	x
C=C(CC[C@@H](C)[C@H]1CCC2[C@]1(C)CC[C@]13C[C@@]14CCC(OC(=O)/C=C/c1ccc(O)c(OC)c1)C(C)(C)[C@@H]4CC[C@@]23C)C(C)C (stereo not given in full)	x	17%	x
NC(=O)OC[C@@H]1[C@H](NC(=O)/C(=N/OCC(=O)O)c2csc(N)n2)C(=O)N1S(=O)(=O)O	x	2%	x
CCCCCCCCCCCC(=O)N(CCO)CCO	x	5%	x
CC1(C)CCC(C)(C)c2cc(NC(=O)c3ccc(C(=O)O)cc3)ccc21	x	2%	x
CCC1NC(=O)C(NC(=O)c2ncccc2O)C(C)OC(=O)C(c2ccccc2)NC(=O)C2CC(=O)CCN2C(=O)C(Cc2ccccc2)N(C)C(=O)C2CCCN2C1=O (stereo not given)	x	9%	x
Clc1cc(Cl)c(OCC#CI)cc1Cl	x	-92%	x
O=C(O)COc1ccc(CCNS(=O)(=O)c2ccccc2)s1	x	-4%	x
CC(=O)NC(=O)c1ccccc1O	x	1%	x
CCCCCCCCOc1ccccc1C(=O)Nc1ccc(C(=O)OCC[N+](C)(CC)CC)cc1	x	-36%	x
CC1CCCCN1CCCOC(=O)c1ccccc1 (stereo not given)	x	-3%	x
C[S+](C)CC[C@H](N)C(=O)O	x	-3%	x
CC(=O)N/N=C/c1ccc([N+](=O)[O-])o1	x	32µM*	x
CCOc1cc(-c2nccc3cc(OC)c(OC)cc23)cc(OCC)c1OCC	x	7%	x
CC(C)[C@H](N)C(=O)OCC(CO)OCn1cnc2c(=O)[nH]c(N)nc21 (stereo not given in full)	x	3%	x
CCCCCCC(O)C/C=C/CCCCCCCC(=O)O (stereo not given)	x	1%	x
C[C@]12CCC(=O)C=C1CC[C@@H]1[C@@H]2[C@@H](O)C[C@@]2(C)[C@H]1CC[C@]2(O)C(=O)COP(=O)(O)O	x	-12%	x
CCN(CC)C(=O)[C@@]1(c2ccccc2)C[C@@H]1CN	x	-3%	x
Cc1ccc(S(=O)(=O)NC(=O)NC2CCCC2)cc1	x	0%	x
CC(C)[N+](C)(C)CC(O)COc1cccc2ccccc12 (stereo not given)	x	12%	x
NC(=O)Oc1ccc(Cc2ccccc2)cc1	x	9%	x
CCOc1cc(OCC)c(C(=O)CCC(=O)O)cc1OCC	x	21%	x
CC(C)C(NC(=O)C(CC(=O)O)NC(=O)C(CCCCN)NC(=O)C(N)CCCN=C(N)N)C(=O)NC(Cc1ccc(O)cc1)C(=O)O (stereo not given)	x	0%	x
CCC(=O)O[C@@H](OP(=O)(CCCCc1ccccc1)CC(=O)N1C[C@H](C2CCCCC2)C[C@H]1C(=O)O)C(C)C (stereo not given in full)	x	2%	x
Cc1c[nH]c2ccccc12	x	7%	x
OCC1(CO)COC(C(Cl)(Cl)Cl)OC1	x	7%	x

The last four entries of the part above lead into the next.
SMILES	CBFb RUNX1 block	HttQ103 aggreg	Epigenetic reg
CC(C)C(NC(=O)C(CC(=O)O)NC(=O)C(CCCCN)NC(=O)C(N)CCCN=C(N)N)C(=O)NC(Cc1ccc(O)cc1)C(=O)O (stereo not given)	x	0%	x
CCC(=O)O[C@@H](OP(=O)(CCCCc1ccccc1)CC(=O)N1C[C@H](C2CCCCC2)C[C@H]1C(=O)O)C(C)C (stereo not given in full)	x	2%	x
Cc1c[nH]c2ccccc12	x	7%	x
OCC1(CO)COC(C(Cl)(Cl)Cl)OC1	x	7%	x
CN(C)C(=O)COC(=O)Cc1ccc(OC(=O)c2ccc(N=C(N)N)cc2)cc1	x	5%	x
COC(=O)[C@H]1[C@H]2C[C@@H]3c4[nH]c5ccccc5c4CCN3C[C@H]2C[C@@H](OC(=O)c2cc(OC)c(OC)c(OC)c2)[C@@H]1OC	x	-20%	x
CCC(C(=O)NC(N)=O)c1ccccc1 (stereo not given)	x	-2%	x
CCN(CC)CCOc1ccc(-c2nc3cc(Cl)ccc3s2)cc1	x	u	x
COc1ccc(C(=O)CCC(=O)O)c2ccccc12	x	10%	x
O=C(OC1C[C@H]2CC[C@@H](C1)[N+]21CCCC1)C(O)(c1ccccc1)c1ccccc1 (stereo not given in full)	x	0%	x
NC(=O)[C@@H]1CSSCCC(=O)N[C@@H](CCCCN=C(N)N)C(=O)NCC(=O)N[C@@H](CC(=O)O)C(=O)N[C@@H](Cc2c[nH]c3ccccc23)C(=O)N2CCC[C@H]2C(=O)N1	x	3%	x
CCOCCn1c(N2CCCN(C)CC2)nc2ccccc21	x	22%	x
CN(C)c1ccc(C(=C2C=CC(=[N+](C)C)C=C2)c2c(O)c(S(=O)(=O)[O-])cc3cc(S(=O)(=O)O)ccc23)cc1	x	-7%	x
CC(C)c1cc2c(cc1S(=O)(=O)O)[C@@]1(C)CCC[C@@](C)(C(=O)O)[C@@H]1CC2	x	11%	x
O=C1N=C2SCCN2C(=O)C1Cc1ccc(Cl)cc1 (stereo not given)	x	27%	x
C[C@@H](O)[C@H]1C(=O)N2C(C(=O)O)=C(S[C@@H]3CN[C@H](CNS(N)(=O)=O)C3)[C@H](C)[C@H]12	x	-1%	x
COc1cc(/C=C/C(=O)N2CCN(CC(=O)N3CCCC3)CC2)cc(OC)c1OC	x	16%	x
CCOC(=O)c1c[nH]c2cc(OCC(C)C)c(OCC(C)C)cc2c1=O	x	-11%	x
CC(=O)c1ccc2c(c1)N(CCCN1CCN(CCO)CC1)c1ccccc1S2	x	-45%	x

Compound profiles, as listed above. Screens in order: CBFb RUNX1 block | HttQ103 aggreg | Epigenetic reg
`CCOC(=O)c1c[nH]c2cc(OCC(C)C)c(OCC(C)C)cc2c1=O` is entered as x | -11% | x
`CCOCCn1c(N2CCCN(C)CC2)nc2ccccc21` is entered as x | 22% | x
`CCN(CC)CCOc1ccc(-c2nc3cc(Cl)ccc3s2)cc1` is entered as x | u | x
`NC(=O)[C@@H]1CSSCCC(=O)N[C@@H](CCCCN=C(N)N)C(=O)NCC(=O)N[C@@H](CC(=O)O)C(=O)N[C@@H](Cc2c[nH]c3ccccc23)C(=O)N2CCC[C@H]2C(=O)N1` is entered as x | 3% | x
`COc1cc(/C=C/C(=O)N2CCN(CC(=O)N3CCCC3)CC2)cc(OC)c1OC` is entered as x | 16% | x

The list continues.
SMILES	CBFb RUNX1 block	HttQ103 aggreg	Epigenetic reg
Cc1ccc(C(C)(C)c2ccc(C)cc2)cc1	x	16%	x
CCCCCCCCCCCCCCCCC(C(=O)O)C(O)(CC(=O)O)C(=O)O (stereo not given)	x	-5%	x
CCN(C)C(=O)Oc1cccc([C@H](C)N(C)C)c1	x	25%	x
O=C(O)C1=C(CSc2nnnn2CS(=O)(=O)O)CS[C@@H]2[C@H](NC(=O)[C@H](O)c3ccccc3)C(=O)N12	x	19%	x
C[C@H](N)C(=O)N[C@@H](C)P(=O)(O)O	x	-6%	x
Cc1ccccn1	x	-6%	x
CCCCCC(CC)COC(=O)CC(C(=O)OCC(CC)CCCC)S(=O)(=O)O (stereo not given)	x	-12%	x
Oc1ccc(Cl)c2c1CCC2	x	3%	x
CC(=O)Nc1ccc(NC(=S)NC(=O)c2ccc(C(C)(C)C)cc2)cc1	x	-22%	x
O=C1[C@@H]2C[C@@H]3C[C@H]1C[C@@](O)(C3)C2	x	-9%	x
CO/N=C(/C(=O)N[C@@H]1C(=O)N2C(C(=O)O)=C(CSc3cnns3)CS[C@H]12)c1csc(N)n1	x	-9%	x
O=S(=O)(O)NC1CCCCC1	x	-14%	x
CCC(=O)c1ccc2c(c1)N(CCCN1CCN(CCO)CC1)c1ccccc1S2	x	-41%	x
O=C(CCN1CCN2CCCC2C1)N1c2ccccc2Sc2ccc(Cl)cc21 (stereo not given)	x	-15%	x
COC(=O)c1ccc(NC(=O)c2cccc3c2C(=O)N(C2CCCCC2)C3)cc1	x	x	-1.4%
NC(=O)c1cc(S(=O)(=O)NCC2CCC(C(=O)Nc3ccc(Cl)cc3)CC2)cs1 (stereo not given)	x	x	-0.1%
CCOc1ccccc1NC(=O)CCc1c(C)nc2c3cccnc3nn2c1C	x	x	-0.1%
CCOc1ccc(NC(=O)c2nc(S(=O)(=O)Cc3ccccc3F)ncc2Cl)cc1	x	x	u
COc1ccc(OC)c(C(=O)CSc2ncc3c(n2)-c2ccccc2N(Cc2ccccc2C)S3(=O)=O)c1	x	x	u
Cc1ccc2ncc(C(=O)c3ccc(C)c(C)c3)c(S(=O)(=O)c3ccccc3)c2c1	x	x	1.4%
Nc1c(-c2nc(-c3ccccc3)cs2)c2ccccn2c1C(=O)c1ccc2c(c1)OCO2	x	x	-0.9%
NC(=O)Cn1c(=O)n(CCCCCC(=O)NCc2ccc(F)cc2)c(=O)c2sccc21	x	x	-0.7%
OC(c1ccccc1)c1nc2ccccc2n1Cc1c(F)cccc1Cl (stereo not given)	x	x	6.5%
COc1ccccc1CNC(=O)CCCn1nc(C)c2c(C)n(-c3ccc(C)cc3)nc2c1=O	x	x	0.9%
O=C(C1CCN(S(=O)(=O)c2ccc(Br)s2)CC1)N1CCN(c2ccc(F)cc2)CC1	x	x	1.9%
CCOC(=O)c1c(C)c(C(=O)NCc2ccc(OC)cc2)c(C)n1CC	x	x	2.4%
CC1CCN(C(=O)Cn2cc(SCc3cccc(F)c3)c3ccccc32)CC1	x	x	-1.7%
O=C(CN1C(=O)COc2ccc(S(=O)(=O)N3CCCCCC3)cc21)N1CCN(c2ccccc2)CC1	x	x	-1.6%
